# inhibitors of VEEV – inhibitors of VEEV TC-83 cytopathic effect, confirmation, Vero cells (AID 588727); Vero cells, VEEV TC-83 cytopathic effect inhibition; higher % means a stronger effect; inhibition, % at 20 µM; hits with a dose series show IC50 in µM; hit rate 0.13% among 350,000; in the data active = a potency from the dose series; inconclusive = inhibition mostly from about 14% at the one dose, without a potency; inactive = the rest, 99 in 100 with inhibition below about 12%; note: strong numbers were not always called active
# PhoP GFP inhibition – PhoP regulon inhibitors, Salmonella typhi PhoP promoter GFP reporter, confirmatory (AID 1850) | Salmonella Typhi PhoP-promoter GFP reporter, fluorescence, 4 h; higher % means a stronger effect | inhibition, % at 50 µM, or IC50 in µM where a hit was titrated | hit rate 0.33% among 310,000; in the data active = a potency from the dose series; inconclusive = inhibition mostly from about 25% at the one dose, without a potency; inactive = the rest, 99 in 100 with inhibition below about 19%;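 note: 0% = induced wells with vehicle and 100% = uninduced wells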
# tuberculosis growth – growth inhibition of non-replicating M. tuberculosis (AID 488890); Mycobacterium tuberculosis non-replicating, growth inhibition; higher % means a stronger effect; one-dose inhibition, % at 25 µM; IC50 in µM for titrated hits; hit rate 0.39% among 320,000; in the data active = a potency from the dose series; inconclusive = inhibition mostly from about 82% at the one dose, without a potency; inactive = the rest, 99 in 100 with inhibition below about 76%;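 note: plate controls were DMSO cells for no effect and high antibiotic wells for full effect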
# M. tuberculosis HTS – M. tuberculosis growth inhibition, HTS (AID 449762); M. tuberculosis H37Rv growth inhibition, 7H9 media; higher % means a stronger effect; hit rate 0.59% among 330,000; inhibition, % at 25 µM, or IC50 in µM where a hit was titrated; in the data active = a potency from the dose series; inconclusive = inhibition above about 70% without an active follow-up result;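 note: bacterial growth assessed after seven days of incubation; strong numbers were not always called active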
# influenza NS1A – H1N1 influenza NS1A inhibitors, functional cell based assay (AID 504329); NS1A functional cell-based assay, percent inhibition; higher % means a stronger effect; inhibition, % at 12.5 µM, or IC50 in µM where a hit was titrated; hit rate 0.3% among 340,000; in the data active = a potency from the dose series; inconclusive = inhibition above about 27% without an active follow-up result; note: strong numbers were not always called active
# inhibitors of VEEV 10K pilot screen – further read-out of inhibitors of VEEV, marked with its call; inhibition, %; measured here: 10K pilot screen inhibition
# Starred values were filed as active, the others as inactive; i = inactive; ? = inconclusive; . = no result given; & = joins results of further samples. Not a hit list, and some 1.5% of all compounds hit somewhere here.
SMILES,inhibitors of VEEV,PhoP GFP inhibition,tuberculosis growth,M. tuberculosis HTS,influenza NS1A,others
Cc1cc(C(=O)Nc2c(C)n(C)n(-c3ccccc3)c2=O)cs1,0.1%,-6%,0%,1%,4%,
COC(=O)C1=C(c2ccccc2OCc2ccccc2)C[C@@H]2CC[C@H]1N2C(=O)NCc1ccc(C(F)(F)F)cc1,2.1%,.,27%,17%,-8%,
CCN(CC)CCNS(=O)(=O)c1ccc(OC)c(Br)c1,0.2%,-2%,-8%,-9%,7%,
O=C1CN(C(=O)CSc2nnc(-c3ccccc3)n2Cc2ccc3c(c2)OCO3)c2ccccc2N1,7.5%,-3%,20%,-5%,-1%,
O=C(NC1CCSC1=O)c1ccccc1 (stereo unspecified),0.2%,-8%,-8%,3%,-1%,
CCC(=O)n1nc(-c2ccccc2)nc1SCC(=O)Nc1ccc(C)cc1,4.0%,0%,18%,11%,-6%,
COc1ccc2c(C)cc(N3CCCCCC3)nc2c1,i,19%,16%,8%,-7%,
Cc1cccc(-n2ccnc2SCC(=O)c2c(N)n(C3CC3)c(=O)[nH]c2=O)c1C,0.9%,.,11%,-4%,-4%,
CCOc1ccccc1NC(=O)NNC(=O)c1ccc2ccccc2c1,7.3%,9%,-2%,-5%,-7%,
COc1ccc(C(=O)COC(=O)Cn2[nH]c(=O)c3ccccc3c2=O)c(OC)c1,0.4%,5%,-14%,-9%,-3%,
Cc1cc(C)n(C(=O)c2ccc(NC(=O)C3CC3)cc2)n1,1.0%,.,.,-4%,1%,
Cc1nc(NC(=O)COC(=O)/C=C/c2ccco2)c(Cl)cc1Cl,0.8%,.,18%,10%,-7%,
CC(N)(C(=O)O)c1cccc(OCc2cccc(Cl)c2)c1 (stereo unspecified),0.2%,5%,12%,-10%,12%,
Cc1nc2ccccc2nc(C)c1=NO,i,9%,?,-7%,12%,
C=CCSc1nnc(NC(=O)COc2ccccc2)s1,0.3%,7%,19%,2%,-9%,
O=C(c1cc(F)ccc1F)C1CCCN(CCCc2ccccc2)C1 (stereo unspecified),0.4%,-6%,-6%,10%,6%,
CS(=O)(=O)c1ncc(Cl)c(C(=O)Nc2ccc(OC(F)F)cc2)n1,?,-8%,?,5.7µM*,-26%,
CC(C)C(OC(=O)CCC(=O)Nc1nccs1)C(=O)NC1CCCCC1 (stereo unspecified),0.6%,-9%,-6%,-2%,1%,
CCc1nnc(NC(=O)C2CCCN2S(=O)(=O)c2ccccc2)s1 (stereo unspecified),0.5%,-8%,-4%,39%,3%,
Cc1ccc(C)c2nc(Cl)c(C#N)cc12,2.1%,-13%,-12%,-4%,-8%,

# 3 entries already listed, sorted by heavy-atom count, largest number first:
SMILES,inhibitors of VEEV,PhoP GFP inhibition,tuberculosis growth,M. tuberculosis HTS,influenza NS1A,others
COc1ccc(C(=O)COC(=O)Cn2[nH]c(=O)c3ccccc3c2=O)c(OC)c1,0.4%,5%,-14%,-9%,-3%,
CCc1nnc(NC(=O)C2CCCN2S(=O)(=O)c2ccccc2)s1 (stereo unspecified),0.5%,-8%,-4%,39%,3%,
O=C(NC1CCSC1=O)c1ccccc1 (stereo unspecified),0.2%,-8%,-8%,3%,-1%,

# The listing continues:
SMILES,inhibitors of VEEV,PhoP GFP inhibition,tuberculosis growth,M. tuberculosis HTS,influenza NS1A,others
COc1ccc(C(=O)NC(=S)Nc2ccccc2N2CCN(S(C)(=O)=O)CC2)cc1OC,i,1%,10%,26%,8%,
CC(=O)c1ccc(N(C(=O)CNC(=O)c2ccco2)C(C(=O)NCC2CCCO2)c2ccccc2)cc1 (stereo unspecified),1.2%,1%,-8%,-5%,4%,
O=C(O)c1cc([N+](=O)[O-])ccc1C(=O)Nc1ccccc1,1.3%,-4%,-10%,-4%,5%,
COc1ccc(S(=O)(=O)Nc2ccc3c(c2)C(=O)N([C@H](C)CO)C[C@H](C)[C@@H](CN(C)C(=O)NC2CCCCC2)O3)cc1,i,.,33%,2%,-1%,
COC(=O)c1sccc1NC(=O)c1ccccc1C(=O)O,i,-10%,-13%,2%,1%,
COC(=O)c1cc2occc2n1CC(=O)Nc1ccc(C)cc1C,0.5%,-4%,3%,-2%,-3%,
O=C(c1cccc(S(=O)(=O)N2CCCCC2)c1)N1CCN(c2ccccc2)CC1,0.7%,-4%,4%,2%,-8%,
COc1ccc(CCNC(=O)c2ccc(CSc3ccccc3)o2)cc1,3.4%,-4%,64%,7%,2%,
COc1ccc(N2CCN(CC(O)COc3ccc(C)cc3C)CC2)cc1 (stereo unspecified),1.5%,-10%,26%,11%,2%,
CCC(C)(C)C1CCc2nc3ccccc3c(C(=O)OC(C)C(=O)Nc3c(C)n(C)n(-c4ccccc4)c3=O)c2C1 (stereo unspecified),8.5%,-6%,26%,67%,0%,
COc1ccc(NC(=O)CSc2ncnc3c2cnn3CCc2ccccc2)cc1,1.6%,-13%,15%,10%,0%,
O=S(=O)(NCCc1cn2ccccc2n1)c1ccc2c(c1)OCCO2,0.0%,-2%,3%,-3%,23%,
COC(=O)/C=C1\SC(=NC(=O)c2ccc(OC)cc2)NC1=O,0.4%,0%,?,-2%,3%,
O=C(Cc1ccc(Br)cc1)N1CCN(c2ccccc2)CC1,i,-2%,51%,5%,7%,
CC(CC(=O)N1CCc2ccccc21)c1ccccc1 (stereo unspecified),2.1%,-1%,32%,1%,1%,
COCCn1c(C(=O)N2CCCC2)cc2c1C[C@H]1CN(C(=O)c3ccccc3)[C@@](Cc3ccc(F)cc3)(C(=O)OC)[C@@H]21,.,-3%,8%,0%,.,
Cc1sc(NC(=O)c2ccccc2)c(C(=O)NC(C)C)c1C,0.6%,-6%,-3%,6%,-3%,
O=C(Nc1cccc(C(F)(F)F)c1)N1CCC(c2nc(-c3ccc(F)cc3)no2)CC1,i,14%,73%,16%,1%,
O=C(NCc1ccco1)C(c1ccccc1)N(CC1CCCO1)C(=O)Cn1nnc2ccccc21 (stereo unspecified),0.4%,-3%&23%,12%,-5%,3%,
CCOC(=O)c1ccc(NC(=O)COc2ccc(S(=O)(=O)NC(C)(C)C)cc2)cc1,0.8%,3%,3%,4%,-11%,
O=C(Cc1ccccc1)N1CCN(Cc2ccccn2)CC1,0.9%,2%,5%,-9%,0%,
COc1ccc(CCNc2nc(C)c(C(C)=O)s2)cc1OC,i,-14%,27%,0%,11%,
Cc1ccc(S(=O)(=O)N2CCCCC2)cc1NC(=O)COC(=O)c1ccc2c(c1)OCO2,0.3%,-9%,-4%,3%,-5%,
COc1cc(OC)cc(C(=O)Nc2nnc(SCC(=O)NCC3CCCO3)s2)c1 (stereo unspecified),5.1%,9%,38%,0%,-7%,
COc1ccc(/C=C(\NC(=O)c2ccc(OC)cc2)C(=O)Nc2ccc(C(=O)O)cc2)cc1,0.6%,3%,13%,11%,-10%,
CN(NC1CC(=O)N(c2ccccc2)C1=O)c1ccccc1 (stereo unspecified),2.8%,5%,25%,4%,3%,
CN1CCN(C(=O)C2=C[C@@H](c3coc4ccccc4c3=O)C[C@@H](OCc3ccc(CO)cc3)O2)CC1,1.0%,-3%,-7%,-1%,-15%,
CC1CCN(C(=O)CCN2C(=O)/C(=C/c3cccs3)SC2=S)CC1,21%,-17%,?,?,15%,
Cn1ncc2c(NNC(=O)c3ccc(O)cc3)ncnc21,0.6%,-6%,-29%,-3%,-11%,
COc1ccc(Br)c2oc(S)cc(=O)c12,0.4%,-21%,19%,-4%,-2%,inhibitors of VEEV 10K pilot screen=0.7
Fc1ccc(Nc2ncnc3sc4c(c23)CCC4)cc1F,2.5%,7%,45%,65%,-7%,
Cc1cc(C)cc(OCC(=O)NC(C)c2ccccc2)c1 (stereo unspecified),1.0%,1%,18%,-1%,-6%,
COc1cc2c(cc1OC)CN(C(=O)Cc1ccccc1)CC2,1.3%,-11%,-4%,7%,-7%,
O=C(c1ccc(-c2ccccc2)c(F)c1)C1CCCN(CCO)C1 (stereo unspecified),65%,-2%,1%,0%,-2%,
Nc1nnnn1/N=C/c1cc(Cl)cc(Cl)c1OCc1ccc(Cl)cc1Cl,i,2%,-3%,6%,-2%,
Cc1c(C(=O)N(Cc2ccc(Cl)cc2)C2CCS(=O)(=O)C2)oc2ccccc12 (stereo unspecified),6.1%,3%,9%,21%,7%,
COC(=O)c1ccc(Cn2nc(C)cc2C)cc1,1.3%,-4%,-12%,-5%,0%,
COc1cccc(NC(=O)Nc2cc(Cl)ccc2C)c1,i,-7%,26%,8%,1%,
Cc1ccc(C(=O)N(Nc2nc3ccccc3s2)C(=O)c2ccc(C)cc2)cc1,0.7%,-12%,-5%,10%,6%,
CCOC(=O)c1c(NC(=O)CN2C(=O)C(=O)N(C(C)C)C2=O)sc(C)c1CC,0.2%,.,13%,5%,2%,
CCc1ccc(NC(=O)c2cc(-c3ccc4c(c3)OCO4)on2)cc1,0.4%,2%,5%,-13%,5%,
Cc1cc(O)c(C=Nc2ccc(N3CCOCC3)cc2)c(C)c1Cl,i,-11%,4%,6%,21%,
C=CCn1c(SCC(=O)Nc2ccc(OC)cc2)nc2ccccc2c1=O,0.1%,1%,10%,5%,22%,
O=c1c(O[C@@H]2O[C@H](CO)[C@@H](O)[C@H](O)[C@H]2O)c(-c2ccc(O)cc2)oc2cc(O)cc(O)c12,i,.,6%,0%,-8%,
O=C1c2ccccc2C(=O)N1c1nccs1,2.6%,.,.,.,-1%,
COC(=O)c1cccc(N(C(=O)CNC(=O)c2cccs2)C(C(=O)NCC2CCCO2)c2ccc(OC)c(OC)c2)c1 (stereo unspecified),0.9%,-9%,0%,-3%,12%,
COc1cc(CN2CCN(Cc3ccc([N+](=O)[O-])cc3)CC2)c([N+](=O)[O-])cc1OC,i,-6%,40%,3%,0%,

# Structures listed so far that contain a halogen (17):
SMILES,inhibitors of VEEV,PhoP GFP inhibition,tuberculosis growth,M. tuberculosis HTS,influenza NS1A,others
COC(=O)C1=C(c2ccccc2OCc2ccccc2)C[C@@H]2CC[C@H]1N2C(=O)NCc1ccc(C(F)(F)F)cc1,2.1%,.,27%,17%,-8%,
CCN(CC)CCNS(=O)(=O)c1ccc(OC)c(Br)c1,0.2%,-2%,-8%,-9%,7%,
Cc1nc(NC(=O)COC(=O)/C=C/c2ccco2)c(Cl)cc1Cl,0.8%,.,18%,10%,-7%,
CC(N)(C(=O)O)c1cccc(OCc2cccc(Cl)c2)c1 (stereo unspecified),0.2%,5%,12%,-10%,12%,
O=C(c1cc(F)ccc1F)C1CCCN(CCCc2ccccc2)C1 (stereo unspecified),0.4%,-6%,-6%,10%,6%,
CS(=O)(=O)c1ncc(Cl)c(C(=O)Nc2ccc(OC(F)F)cc2)n1,?,-8%,?,5.7µM*,-26%,
Cc1ccc(C)c2nc(Cl)c(C#N)cc12,2.1%,-13%,-12%,-4%,-8%,
O=C(Cc1ccc(Br)cc1)N1CCN(c2ccccc2)CC1,i,-2%,51%,5%,7%,
COCCn1c(C(=O)N2CCCC2)cc2c1C[C@H]1CN(C(=O)c3ccccc3)[C@@](Cc3ccc(F)cc3)(C(=O)OC)[C@@H]21,.,-3%,8%,0%,.,
O=C(Nc1cccc(C(F)(F)F)c1)N1CCC(c2nc(-c3ccc(F)cc3)no2)CC1,i,14%,73%,16%,1%,
COc1ccc(Br)c2oc(S)cc(=O)c12,0.4%,-21%,19%,-4%,-2%,inhibitors of VEEV 10K pilot screen=0.7
Fc1ccc(Nc2ncnc3sc4c(c23)CCC4)cc1F,2.5%,7%,45%,65%,-7%,
O=C(c1ccc(-c2ccccc2)c(F)c1)C1CCCN(CCO)C1 (stereo unspecified),65%,-2%,1%,0%,-2%,
Nc1nnnn1/N=C/c1cc(Cl)cc(Cl)c1OCc1ccc(Cl)cc1Cl,i,2%,-3%,6%,-2%,
Cc1c(C(=O)N(Cc2ccc(Cl)cc2)C2CCS(=O)(=O)C2)oc2ccccc12 (stereo unspecified),6.1%,3%,9%,21%,7%,
COc1cccc(NC(=O)Nc2cc(Cl)ccc2C)c1,i,-7%,26%,8%,1%,
Cc1cc(O)c(C=Nc2ccc(N3CCOCC3)cc2)c(C)c1Cl,i,-11%,4%,6%,21%,

# Screens from PubChem BioAssay.
